Screening data (PubChem)
N-glyco inh: N-linked glycosylation inhibition | D54 ERlucT glycosylation luciferase reporter, 24 h; percent of 100 nM tunicamycin response | AID 588692 | reporter increase, % at 12.5 µM | 360,000 compounds, 0.23% hits;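 active means mean luciferase reporter signal, scaled so untreated is 0 and the glycosylation-blocking control 100, at or above a set limit in every replicate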;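 further: luciferase carries N-glycosylation sites so blocking glycosylation raises the light; 0% = median of neutral control wells and 100% = median of 100 nM tunicamycin wells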
ABHD5 PLIN5 PPI: blocks binding of human ABHD5 to perilipin-5. 360,000 compounds, 0.78% hits. Q00G26+Q8WTS1. inhibition, % at 4 µM. Split G. princeps luciferase complementation, luminescence, 4 h;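 active means inhibition above the mean inhibition across every tested compound plus 3 SD, cut at about 22% in these data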;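 further: 0% = DMSO only wells and the 100% control is not disclosed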
MC4R barr agon: agonists of human melanocortin 4 receptor (MC4R) beta-arrestin; P32245; U2OS MC4R beta-arrestin complementation, luminescence; percent of melanotan II response, DMSO zero; activation, % at 8.9 µM; 360,000 compounds, 0.98% hits; AID 540308;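 active means activation above a per-plate cutoff, the mean activation of sample wells on that plate plus 3 SD, cut at about 8% in these data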
Target sequence (P32245 whole entry, looked up): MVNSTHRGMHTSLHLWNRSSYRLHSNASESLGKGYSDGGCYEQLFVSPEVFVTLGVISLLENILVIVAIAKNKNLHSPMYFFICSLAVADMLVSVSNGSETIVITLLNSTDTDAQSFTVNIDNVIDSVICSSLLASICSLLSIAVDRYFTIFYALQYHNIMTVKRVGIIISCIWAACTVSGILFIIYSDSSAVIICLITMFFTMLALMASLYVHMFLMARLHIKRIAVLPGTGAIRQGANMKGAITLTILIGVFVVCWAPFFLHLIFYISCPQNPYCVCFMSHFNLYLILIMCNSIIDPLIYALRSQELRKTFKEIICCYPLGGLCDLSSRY
Exocytosis inh: blocks lytic granule exocytosis | TALL-104 LAMP-1 surface exposure, flow cytometry; cells stimulated with thapsigargin and PMA | inhibition, % at 10 µM | 360,000 compounds, 0.66% hits;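 active means inhibition above about 55%, limit read from the data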
ABCB6 inh 2: human ABCB6 transporter inhibition; Q9NP58; 360,000 compounds, 0.19% hits; AID 602162; fluorescence ratio to DMSO, % at 10 µM; K562-ABCB6 porphyrin accumulation, flow cytometry, 1 h; stronger effect = lower value;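 active means fluorescence ratio to DMSO below 75%, the collection mean minus 3 SD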;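 further: signal is porphyrin accumulated inside mitochondria; 100% equals median channel fluorescence of DMSO control wells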
PDI turbidity: inhibitors of human protein disulfide isomerase | PDI insulin aggregation turbidity, A650, 90 min | AID 588391 | inhibition, % at 10 µM | 350,000 compounds, 0.052% hits;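 active means mean inhibition across replicates of 30% or more, whatever share of single replicates reach that level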;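 further: absorbance from insulin aggregation driven by PDI reduction with DTT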
Target sequence (P07237 whole entry, looked up): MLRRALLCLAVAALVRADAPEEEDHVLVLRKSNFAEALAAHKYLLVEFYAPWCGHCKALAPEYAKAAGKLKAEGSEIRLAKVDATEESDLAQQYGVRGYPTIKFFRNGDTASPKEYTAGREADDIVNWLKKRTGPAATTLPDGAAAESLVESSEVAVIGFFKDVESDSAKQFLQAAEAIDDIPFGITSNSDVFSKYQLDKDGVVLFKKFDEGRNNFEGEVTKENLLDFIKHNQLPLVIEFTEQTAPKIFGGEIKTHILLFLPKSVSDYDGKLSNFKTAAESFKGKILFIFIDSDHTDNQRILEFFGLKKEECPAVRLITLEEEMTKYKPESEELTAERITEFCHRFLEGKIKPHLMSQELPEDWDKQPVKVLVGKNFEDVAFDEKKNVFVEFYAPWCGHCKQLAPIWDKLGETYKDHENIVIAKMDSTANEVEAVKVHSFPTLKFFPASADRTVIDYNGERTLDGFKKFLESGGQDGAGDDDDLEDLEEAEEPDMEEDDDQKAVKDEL
MC4R antag cAMP: blocks human MC4R cAMP signaling; P32245; MC4R-expressing cells, MTII-stimulated cAMP, LANCE TR-FRET; inhibition, % at 6.5 µM; 360,000 compounds, 0.48% hits; AID 540295;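 active means inhibition above its plate's cutoff, the mean of tested wells on that plate plus 3 SD, cut at about 29% in these data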;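 further: 0% = Melanotan II alone and 100% = Melanotan II plus saturating MCL0020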
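Test system: U2OS cells stably expressing human melanocortin 4 receptor (MC4R); also added: Melanotan II challenge; compound: 6.5 µM single dose; timing: 30-min compound preincubation, 1-h Melanotan II challenge, 1-h detection, room temperature; signal: Eu-cAMP/anti-cAMP TR-FRET, emission 671 nm; repeats: one well per compound, no replicates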
m5-HT2A agonist: activates the mouse 5-HT2A serotonin receptor; CHO-K1 mHTR2A beta-arrestin complementation, luminescence; percent of 30 µM serotonin response; activation, % at 7.6 µM; 360,000 compounds, 0.66% hits;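 active means activation above a run cutoff, the mean activation of all tested compounds plus 3 SD, cut at about 14% in these data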;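 further: 0% = plate median of compound wells and 100% = 30 µM serotonin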
CaV13 ICDI inh: Primary screen for inhibitors of IQ motif and Ca2+-dependent inactivation inhibitor domain binding in CACNA1D, Förster resonance energy transfer in living cells, … | HEK cells, CFP/YFP FRET ICDI-IQ, plate reader, 10 min; percent FRET-ratio fall versus neutral wells | inhibition, % at 12.3 µM | 340,000 compounds, 0.098% hits;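 active means mean replicate inhibition of at least 30% and at least 1% of replicates passing that level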;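 further: 0% = median of the neutral control wells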
Cardio protect: modulators protecting cardiomyocytes from myocardial damage | protection from H2O2 cell death, % at 20 µM | 360,000 compounds, 0.63% hits | H9c2 cardiomyocytes, H2O2 injury protection, ATPLite, 2 h;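 active means compounds giving at least 50% protection of heart cells from peroxide-induced death in the single-dose screen, raw or plate-pattern-corrected value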;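 further: 0% = DMSO wells with peroxide and 100% = DMSO wells without peroxide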
The depositor's hits bear a star; · = not tested or not shown. This is a random part of the collection (roughly 4.2% active in at least one column).

SMILES | N-glyco inh | ABHD5 PLIN5 PPI | MC4R barr agon | Exocytosis inh | ABCB6 inh 2 | PDI turbidity | MC4R antag cAMP | m5-HT2A agonist | CaV13 ICDI inh | Cardio protect
Cc1cc(C)n2nc(N)c(N=Nc3ccc4c(c3)OCO4)c2n1 | 0 | -6 | 8.6* | -8 | 96 | 1 | -16 | -2 | -3 | 3
O=C(NN=CC=Cc1ccccc1)C(O)C(O)C(=O)NN=CC=Cc1ccccc1 (centres undefined) | -2 | 14 | 0.6 | -3 | 97 | -9 | 4 | 8 | -6 | -4
C=CCn1c(SCC(=O)Nc2ccc(NC(C)=O)cc2)nc2sc(C)c(C)c2c1=O | 4 | 1 | 4.3 | -3 | 85 | -4 | -12 | -4 | -7 | -5
CN(C)c1ccc(C=C2C=CC=C2)cc1 | 0 | 3 | -0.4 | 16 | 103 | 3 | -1 | -2 | -6 | -5
COc1ccc(-c2cc(C(=O)NCc3ccccc3)no2)cc1OC | 1 | 1 | -1.9 | 6 | 94 | -8 | 7 | 11 | -7 | 2
CCSc1ccc(/C(N)=N/OC(=O)c2cccs2)cn1 | 2 | 8 | -3.6 | -1 | 92 | -6 | 2 | 0 | -2 | -13
CC(C)c1ccc(/C=C2\SC(N3CCCC3)=NC2=O)cc1 | -2 | 2 | 0.2 | 9 | 100 | -4 | 4 | 2 | -4 | 0
Cc1ccc(OCc2cc(C(=O)N(C)CCc3ccccn3)no2)cc1C | -2 | -7 | -2.4 | 2 | 94 | 5 | 3 | 0 | -4 | -2
CCNC(=O)CN(c1ccc(C)cc1)S(=O)(=O)c1ccccc1 | 0 | -5 | -1.3 | 0 | 100 | -5 | 0 | -1 | -4 | 1
CCC(C)c1ccc(NC(=O)COC(=O)CCNS(=O)(=O)c2cccs2)cc1 (centres undefined) | 0 | 3 | 4.2 | -7 | 102 | 2 | 15 | 5 | -4 | 2

No new results follow: 10 of the compounds above.
SMILES | N-glyco inh | ABHD5 PLIN5 PPI | MC4R barr agon | Exocytosis inh | ABCB6 inh 2 | PDI turbidity | MC4R antag cAMP | m5-HT2A agonist | CaV13 ICDI inh | Cardio protect
Cc1cc(C)n2nc(N)c(N=Nc3ccc4c(c3)OCO4)c2n1 | 0 | -6 | 8.6* | -8 | 96 | 1 | -16 | -2 | -3 | 3
O=C(NN=CC=Cc1ccccc1)C(O)C(O)C(=O)NN=CC=Cc1ccccc1 (centres undefined) | -2 | 14 | 0.6 | -3 | 97 | -9 | 4 | 8 | -6 | -4
C=CCn1c(SCC(=O)Nc2ccc(NC(C)=O)cc2)nc2sc(C)c(C)c2c1=O | 4 | 1 | 4.3 | -3 | 85 | -4 | -12 | -4 | -7 | -5
CN(C)c1ccc(C=C2C=CC=C2)cc1 | 0 | 3 | -0.4 | 16 | 103 | 3 | -1 | -2 | -6 | -5
COc1ccc(-c2cc(C(=O)NCc3ccccc3)no2)cc1OC | 1 | 1 | -1.9 | 6 | 94 | -8 | 7 | 11 | -7 | 2
CCSc1ccc(/C(N)=N/OC(=O)c2cccs2)cn1 | 2 | 8 | -3.6 | -1 | 92 | -6 | 2 | 0 | -2 | -13
CC(C)c1ccc(/C=C2\SC(N3CCCC3)=NC2=O)cc1 | -2 | 2 | 0.2 | 9 | 100 | -4 | 4 | 2 | -4 | 0
Cc1ccc(OCc2cc(C(=O)N(C)CCc3ccccn3)no2)cc1C | -2 | -7 | -2.4 | 2 | 94 | 5 | 3 | 0 | -4 | -2
CCNC(=O)CN(c1ccc(C)cc1)S(=O)(=O)c1ccccc1 | 0 | -5 | -1.3 | 0 | 100 | -5 | 0 | -1 | -4 | 1
CCC(C)c1ccc(NC(=O)COC(=O)CCNS(=O)(=O)c2cccs2)cc1 (centres undefined) | 0 | 3 | 4.2 | -7 | 102 | 2 | 15 | 5 | -4 | 2

(continued)
SMILES | N-glyco inh | ABHD5 PLIN5 PPI | MC4R barr agon | Exocytosis inh | ABCB6 inh 2 | PDI turbidity | MC4R antag cAMP | m5-HT2A agonist | CaV13 ICDI inh | Cardio protect
C=CCN1c2ccccc2Sc2cnccc21 | -8 | 8 | 0.9 | 1 | 95 | -4 | 1 | 1 | -10 | 3
COc1ccc2c(c1)Cc1sc(NC(C)=O)nc1-2 | -3 | -8 | 2.5 | -1 | 87 | 1 | -5 | 2 | -5 | 4
CCCc1ccc2oc(C(=O)N3CCN(c4cnccn4)CC3)c(C)c2c1 | -4 | 0 | 1.3 | -6 | 100 | -7 | 4 | 4 | -5 | 0
CCOC(=O)C1=CN(Cc2cccc(F)c2)S(=O)(=O)N(CC)C1c1ccc(C(F)(F)F)cc1 (centres undefined) | -10 | -10 | -0.3 | 6 | 96 | 5 | 12 | 0 | -6 | -2
COc1ccccc1NC(=O)c1cc2ccc(O)cc2o/c1=N\O | 12 | 7 | -2.1 | -4 | 114 | 3 | -9 | 0 | -2 | 6
CCOc1ccc(S(=O)(=O)c2c[nH]c3ccccc3c2=O)cc1 | -1 | -8 | -2.2 | -4 | 91 | -2 | 2 | 6 | -17 | -4
O=C(c1cc([N+](=O)[O-])ccc1N1CCCCC1)N1CCc2ccccc21 | 3 | -8 | -2.1 | 51 | 84 | 3 | -14 | -6 | -3 | 2
c1ccc(-c2nnc3sc(-c4cc5ccccc5o4)nn23)cc1 | 1 | 2 | -0.4 | 0 | 95 | -8 | -4 | 0 | -4 | 28
COC(=O)N[C@@H]1C[C@H]2[C@@H]3CC[C@H]4C[C@@H](OC)CC[C@]4(C)[C@H]3CC[C@@]12C | -5 | 0 | 0.5 | -4 | 101 | -2 | 2 | 8 | -4 | -12
O=C(CP(=O)(c1ccccc1)c1ccccc1)Nc1nc2ccccc2s1 | 0 | 0 | -1.7 | 3 | 103 | -7 | 1 | -6 | 1 | -3
COc1ccc(-c2cn[nH]c2N)c(OC)c1 | -9 | 4 | -0.9 | -3 | 93 | -4 | 5 | 1 | -11 | 0
CCn1nc(NS(=O)(=O)c2cccc3nonc23)c2cc3ccc(C)cc3nc21 | 0 | -3 | -1.5 | -1 | 101 | 6 | 3 | 6 | · | -3
N#C/C(=C\c1ccc(-c2ccc(C(=O)O)cc2)o1)C(=O)Nc1ccc(F)cc1 | 3 | -1 | -1.4 | 20 | 97 | 5 | 0 | -2 | -9 | 15
COc1cccc([C@@H]2CC=C(C(=O)O)[C@H](c3ccc(F)cc3)N2S(=O)(=O)c2ccc(C)cc2)c1 | -3 | -2 | 0.3 | 3 | 102 | 6 | 6 | -3 | -11 | -3
CCCOc1ccc(Br)cc1CSC(=N)N | 13 | 7 | 0.0 | 6 | 95 | -15 | 4 | -11 | -16 | -19
Cc1csc(SCCn2c(N3CCN(c4ccccc4)CC3)nc3c2c(=O)[nH]c(=O)n3C)n1 | 2 | -5 | 5.4 | 1 | 96 | -4 | 1 | -5 | · | 26
COc1cc(NC(=O)CN2C(=O)C(C)N(c3ccc(C)cc3)C2=O)cc(OC)c1 (centres undefined) | 1 | -10 | -1.3 | 1 | 91 | 2 | 2 | -3 | -2 | 4
CN(CC(=O)Nc1ccc2c(c1)OCCO2)S(=O)(=O)c1cccc2cccnc12 | 0 | 3 | 0.4 | -2 | 99 | 0 | 3 | 7 | -11 | 1
CC1Cc2ccccc2N1C(=O)CN(C)CC(=O)Nc1cccc(F)c1 (centres undefined) | -2 | 0 | -3.2 | -1 | 99 | 9 | -2 | -8 | -5 | -7
Cn1cnnc1SCC(=O)Nc1ccc(Cl)cn1 | 2 | 4 | -2.0 | 0 | 86 | -2 | -4 | 4 | 1 | 3
Cc1cc(C(=O)Nc2cccc(O)c2)c(C)o1 | 0 | 12 | -1.5 | -4 | 100 | 4 | 13 | -1 | · | -6
C(=N\n1cnnc1)/c1ccc(OCc2cccc3ccccc23)cc1 | 0 | -5 | 2.3 | -2 | 94 | 3 | 5 | -2 | -2 | -9
Cc1ccc(C(=O)NNC(=O)c2ccc(S(=O)(=O)N(C)c3ccccc3)cc2)cc1 | 0 | -7 | -2.3 | -3 | 101 | 0 | -7 | 8 | -6 | 3
O=C1CSC(=S)N1c1ccc(F)c(Cl)c1 | 3 | -11 | -0.8 | -2 | 103 | 3 | 2 | 3 | -20 | 9
CC(=O)c1cccc(NC(=O)CC2S/C(=N/N=C/c3cccs3)NC2=O)c1 (centres undefined) | 2 | 3 | -2.7 | -2 | 103 | 1 | -7 | 1 | -5 | 1
COc1ccc(CN2CCC(n3nccc3NC(=O)C3CCCC3)CC2)cc1 | -5 | 1 | -1.9 | 14 | 96 | -7 | 0 | -5 | -5 | 4
CCC1S/C(=N/N=C/c2cccs2)NC1=O (centres undefined) | -2 | -7 | -1.0 | 5 | 102 | 12 | -1 | -4 | · | 12
O=C(Nc1ccc(CN2CCS(=O)(=O)CC2)cc1)c1ccccc1 | -2 | -1 | -0.9 | -1 | 95 | -1 | 2 | -4 | -20 | -3
CCOC(=O)c1sc2nc3c(SCC(=O)O)cc(C(=O)c4ccccc4O)cn3c(=O)c2c1C | 3 | 0 | -0.8 | -2 | 102 | -10 | 5 | 0 | -17 | -20
CCOC(=O)C1=C(CP(=O)(c2ccccc2)c2ccccc2)NC(=O)NC1c1ccc(OC)cc1 (centres undefined) | -1 | -9 | 2.7 | -5 | 97 | -4 | 6 | -9 | -3 | 7
Cc1ccc(NC(=O)C2(C)CCN2C(=O)C2(c3ccc(Cl)cc3)CC2)cc1 (centres undefined) | -1 | -6 | -2.0 | -7 | 96 | 15 | -7 | -4 | -13 | -3
COc1ccc2oc(N)nc2c1 | 1 | 11 | 0.1 | 18 | 97 | 1 | -3 | 6 | -6 | 2
CC(C)C(=O)NC(=S)Nc1ccc(S(=O)(=O)N2CCN(C)CC2)cc1 | 2 | 2 | -2.5 | 8 | 98 | -2 | 11 | -7 | -6 | 6
CCN(CC)S(=O)(=O)c1ccc(OC)c(NC(=O)C2CC(=O)N(c3ccc4c(c3)OCCO4)C2)c1 (centres undefined) | -2 | 5 | 0.0 | 0 | 99 | 0 | 2 | 11 | -3 | -2
COc1ccc(C(=O)NC(=S)NNC(=O)c2ccc(NC(C)=O)cc2)cc1Br | -2 | -9 | -4.6 | 3 | 94 | 1 | 1 | -1 | -2 | 6
Cc1cc(/C=C2/C(=N)N3C(=NC2=O)SN=C3S(C)(=O)=O)c(C)n1-c1ccccc1 | -5 | -4 | -3.2 | 2 | 102 | 6 | 3 | 5 | -2 | -11
COc1ccc(NCc2nnc(SCC(=O)Nc3ccccc3)n2C)cc1 | 4 | -5 | -3.1 | 0 | 96 | 5 | -5 | 6 | 0 | -9
CCn1cc(CN2CCN(Cc3ccc(C)o3)C(CCO)C2)c2ccccc21 (centres undefined) | -2 | 7 | -1.1 | 0 | 95 | -2 | 20 | -6 | 0 | -2
Cc1ccccc1-n1nc(C)c2c(C(=O)NN)cc(-c3ccncc3)nc21 | 0 | 14 | -1.7 | 2 | 91 | -6 | 6 | 3 | -10 | 7
